NPR2 activator: GC-B (human) receptor activation. P20594. HEK293-GC-B cells, CNP EC30, cGMP TR-FRET; 0% at EC30 CNP, 100% saturating CNP. activation, % at 10 µM. hit rate 0.11% among 370,000. AID 1920062;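 active = activation at 10 µM reaching about 35% in either raw or pattern-adjusted values, limit read from the data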
DAX1 inh-1: inhibitors of DAX1 repression of SF-1 activated StAR promoter; inhibition, % at 6.8 µM; AID 652010; hit rate 1.1% among 370,000; HEK293T StAR-luciferase reporter, SF-1/DAX-1 repression relief;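 active = inhibition above the mean over all tested compounds plus 3 SD, cut at about 3.6% in these data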;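 note: 0% = DAX-1 cells with DMSO and 100% = cells lacking DAX-1 with DMSO; higher inhibition means more luminescence from relief of DAX-1 repression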
ssDAF12 agonist: S. stercoralis DAF-12 activation, primary screen; HEK293 ssDAF-12/GRIP1 lit1-tk-luc reporter, luminescence; % of 3 µM dafachronic acid response; activation, % at 6.8 µM; hit rate 1% among 370,000; AID 652126;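 active = activation above the mean over all tested compounds plus 3 SD, cut at about 0.9% in these data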;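 note: 0% = DMSO-only wells and 100% = 3 µM delta7-dafachronic acid wells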
DAX1 inh-2: inhibitors of human orphan nuclear receptor DAX1 (NR0B1). P51843. HEK293 Gal4-DAX1 luciferase reporter, luminescence. inhibition, % at 6.75 µM. hit rate 0.99% among 340,000. AID 504766;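 active = inhibition above the mean over all tested compounds plus 3 SD, cut at about 4.2% in these data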;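 note: 0% = DAX1-transfected cells with DMSO and 100% = empty-vector control cells with DMSO; inhibition shows as a rise in luminescence from relieved DAX1 repression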
HGIII-sPLA2 inh: Inhibits HGIII-sPLA2 liposome hydrolysis, primary screen. inhibition, % at 12.2 µM. hit rate 0.56% among 370,000. QFRET BODIPY PC-A2 liposome hydrolysis, fluorescence;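 active = inhibition above mean plus 3 SD of compounds lying within the high and low control bounds, cut at about 19% in these data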;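 note: 0% = median of test compound wells and 100% = no enzyme DMSO wells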
hgDAF-12 ag: hgDAF-12 agonism, primary luciferase screen. HEK293 GAL4-hgDAF12 UAS-luciferase reporter, agonist luminescence; normalized to butyrate control. activation, % at 6.8 µM. hit rate 1.8% among 370,000. AID 687014;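 active = activation above a cutoff set at the mean of all screened compounds plus 3 SD, cut at about 10% in these data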;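 note: 0% = DMSO wells and 100% = sodium butyrate wells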
FXN GAA850 act: increases GAA850 frataxin promoter reporter activity; AID 540364; hit rate 0.56% among 360,000; HEK293 lucGAA850 FXN promoter luciferase reporter, 24 h; percent of 10 µM SAHA response; activation, % at 6 µM;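 active = activation above the average of all compounds screened plus 3 SD, cutoff fixed separately per campaign, cut at about 7.5% in these data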;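 note: 0% = DMSO wells and 100% = 10 µM SAHA wells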
NPR1 activator: GC-A (human) enzyme activation | HEK293 GC-A cells, cGMP TR-FRET, EC30 ANP; 0% at EC30 ANP, 100% saturating ANP | hit rate 0.14% among 370,000 | P16066 | activation, % at 10 µM; in the data active = activation above about 40%
Target sequence (P16066 whole entry, looked up): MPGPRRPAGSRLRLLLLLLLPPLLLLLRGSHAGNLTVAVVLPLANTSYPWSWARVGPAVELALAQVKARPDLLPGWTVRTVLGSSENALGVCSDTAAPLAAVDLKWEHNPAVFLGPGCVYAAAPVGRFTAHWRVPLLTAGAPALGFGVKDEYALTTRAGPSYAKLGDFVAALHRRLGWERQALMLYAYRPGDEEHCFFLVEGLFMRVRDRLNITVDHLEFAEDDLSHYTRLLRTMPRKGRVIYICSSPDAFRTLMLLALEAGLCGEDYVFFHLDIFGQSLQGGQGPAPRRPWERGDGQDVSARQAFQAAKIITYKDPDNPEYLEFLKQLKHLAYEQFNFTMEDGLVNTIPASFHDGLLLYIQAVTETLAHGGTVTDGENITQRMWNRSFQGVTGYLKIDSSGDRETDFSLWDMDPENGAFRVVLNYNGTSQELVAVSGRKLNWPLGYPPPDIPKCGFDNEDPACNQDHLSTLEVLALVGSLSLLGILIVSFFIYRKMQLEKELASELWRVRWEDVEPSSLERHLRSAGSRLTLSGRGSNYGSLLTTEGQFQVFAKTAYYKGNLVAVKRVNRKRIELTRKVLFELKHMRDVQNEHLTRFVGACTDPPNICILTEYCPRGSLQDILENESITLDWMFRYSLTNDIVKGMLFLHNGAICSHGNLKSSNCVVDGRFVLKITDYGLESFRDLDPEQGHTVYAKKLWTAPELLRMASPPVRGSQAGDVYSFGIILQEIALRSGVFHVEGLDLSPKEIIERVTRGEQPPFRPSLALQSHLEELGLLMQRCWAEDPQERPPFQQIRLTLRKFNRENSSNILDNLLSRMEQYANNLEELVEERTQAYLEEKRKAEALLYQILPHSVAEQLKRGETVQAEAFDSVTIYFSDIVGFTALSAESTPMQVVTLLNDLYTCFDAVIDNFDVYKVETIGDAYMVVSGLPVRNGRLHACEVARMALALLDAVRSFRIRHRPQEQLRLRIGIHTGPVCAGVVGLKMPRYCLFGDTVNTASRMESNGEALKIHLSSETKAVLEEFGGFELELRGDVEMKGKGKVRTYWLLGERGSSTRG
proKLK7 act: activates the human kallikrein-7 zymogen. AID 652039. activation, % at 7 µM. hit rate 0.9% among 370,000. purified proKLK7, EDANS-DABCYL substrate fluorescence; 100% is mature enzyme control, 0% vehicle. P49862;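 active = activation above the mean of all tested compounds plus 3 SD, computed per campaign excluding outliers beyond control limits, cut at about 13% in these data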
hcDAF-12 act: activates DAF-12 receptor from parasite H. contortus; AID 652067; hit rate 1.4% among 370,000; activation, % at 6.8 µM; HEK293 hcDAF-12 lit1-tk-luc reporter, luminescence; 0% DMSO, 100% Δ7-dafachronic acid;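 active = activation above the mean of all tested compounds plus 3 SD, cut at about 5.5% in these data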;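 note: 100% = response to 3 µM Δ7-dafachronic acid high control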
SMARCA2 act: SMARCA2 function activation, primary screen | MG213 cells, MMTV-luciferase reporter, dexamethasone, overnight | activation, % at 9.1 µM | hit rate 1% among 370,000 | AID 652017; in the data active = activation above about 7.8%;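 note: 0% = vehicle wells and 100% = reference activator wells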
* = called active by the depositor; x = no result given.

SMILES	NPR2 activator	DAX1 inh-1	ssDAF12 agonist	DAX1 inh-2	HGIII-sPLA2 inh	hgDAF-12 ag	FXN GAA850 act	NPR1 activator	proKLK7 act	hcDAF-12 act	SMARCA2 act
CCOC(=O)C(NC(C)=O)C(=O)Nc1ccc(OC)cc1 (stereo unspecified)	1	0.6	-1.0	2.0	4	-1.9	-0.2	0	0.4	0.8	-2
COCCN(C(=O)Cc1cccs1)C(C(=O)NC1CCCC1)c1ccc(OC)c(OC)c1 (stereo unspecified)	-4	-0.4	-0.9	2.8	2	4.1	0.6	-7	0.4	1.4	0
COc1ccc(OCCNc2cc(N3CCCCC3)ccc2[N+](=O)[O-])cc1	0	-0.3	-1.5	-0.1	-3	0.1	1.9	4	0.5	-1.4	-1
COc1cc(OC)cc(C(=O)NNC(=O)c2cc3c(s2)CCCC3)c1	2	1.4	-0.7	-0.2	-3	3.6	-0.6	7	-0.2	-2.3	-4
Cc1cc2cc(CNC(=O)Nc3ccc(Cl)c(Cl)c3)ccc2n1C	-3	0.5	-1.1	0.2	9	-2.1	1.9	2	-1.5	-1.8	1
CCCC(=O)OC12CCCN(C1)/C(=C/c1ccccc1)C2 (stereo unspecified)	2	1.7	-1.3	x	2	4.1	x	-2	-0.1	-0.4	-4
Cc1ccc(CNC(=O)CCc2nnc3ccc(N4CCC5(CC4)OCCO5)nn23)cc1	-1	-0.3	-1.0	-0.2	1	1.4	1.3	0	0.2	-0.8	2
Cc1c(N/N=C(\C#N)C(=O)c2ccccc2)c(=O)n(-c2ccccc2)n1C	-3	-1.6	-1.9	0.0	5	-6.1	-2.1	-2	0.3	-1.9	-2
OCc1c(Cl)nc2ccccn12	-6	0.5	-1.1	0.7	-1	1.7	-0.5	0	-0.7	1.4	-7
COc1ccc(C2CC(c3ccccc3)=NN2C(=O)COC(=O)c2ccc(S(C)(=O)=O)cc2)cc1 (stereo unspecified)	10	-0.2	-1.2	1.0	-2	-1.3	-3.7	10	0.3	2.3	-3
O=C(COC(=O)c1cncc(Br)c1)Nc1ccc(F)c(F)c1F	-1	1.1	0.7	-0.7	-3	-0.7	1.2	0	-0.7	1.5	-2
COc1ccc(CC(=O)Oc2ccc(C#N)cc2)cc1	-1	0.2	-1.2	-0.1	7	-2.1	1.9	1	-0.1	0.3	-1
COc1ccc(NC(=O)C(=O)NNC(=O)c2cccs2)c(OC)c1	-3	-0.5	-1.0	0.0	7	-0.8	-1.8	0	-0.9	-1.4	1
COC(=O)c1c(C)nc2ccccc2c1-c1ccccc1	-1	0.0	-0.9	-1.4	-6	-1.4	1.7	-8	0.2	2.1	-2
Cc1nn(Cc2ccc([N+](=O)[O-])cc2)c(=O)n1N(C)c1ncc(C(F)(F)F)cc1Cl	-4	-0.8	-0.8	-0.4	1	-2.4	6.2	2	0.5	-1.1	1
O=C(COC(=O)c1cccs1)Nc1nc(-c2ccccc2)cs1	-5	1.1	-0.5	-0.5	-5	7.0	0.8	9	-0.5	1.2	-1
CCN(CC)C(=S)Sc1c(-c2ccccc2)c2cc(Cl)ccc2[nH]c1=O	-18	0.4	-1.6	-1.2	-6	1.7	2.9	-3	0.3	-2.1	1
CCN(CC)CC#CC(OC)(c1ccccc1)c1ccccc1	-14	0.1	-1.8	1.6	-6	0.3	-0.4	-22	0.0	-1.9	-3
CC(=O)c1cccc(NC(=O)CSc2nc(C3CC3)nc3ccccc23)c1	4	-0.7	-1.0	-2.2	-4	-2.5	-0.1	7	0.2	-2.6	-2
Cn1c(C(=O)O)ccc1S(=O)(=O)N1CCCCCC1	-5	-0.4	-0.8	1.0	0	1.2	1.2	6	0.1	1.4	-2
S=C(Nc1ccccc1)N1CCN(c2ccccn2)CC1	3	-0.7	1.9*	-0.4	3	-2.5	3.5	2	-0.6	-1.5	-1
CC1Cc2cc(S(=O)(=O)N3CCCCC3C)ccc2N1C(=O)C1CCC1 (stereo unspecified)	0	-3.4	-1.4	-0.3	-6	-1.1	2.1	2	-0.5	-2.9	-1
CCCC(=O)Nc1nnc(SCC(=O)N2C(C)CCCC2C)s1 (stereo unspecified)	2	0.4	-0.9	1.3	-1	0.3	-1.5	-1	0.3	-0.4	-3
COc1ccc(NC(=O)CCC(=O)Nc2nnc(C(F)(F)F)s2)c(OC)c1	-2	-0.3	-1.8	1.0	4	0.2	-1.4	0	0.3	-2.0	-1
NC(=O)C1=C[C@H](c2ccc(C(F)(F)F)cc2)C[C@H](OCc2ccc(CO)cc2)O1	-4	-0.3	-1.5	0.1	-12	-0.1	-0.9	-2	-0.1	0.2	0
Cc1ccc(-c2nc3sc4c(c3c(=O)n2N)CCCC4)cc1	0	3.2	0.3	2.4	-2	12*	2.5	1	1.4	5.8*	0
O=C(CNC(=O)c1cccc(-n2cccc2)c1)Nc1ccccc1Br	10	-0.2	-1.2	1.5	-13	-0.5	-2.0	4	0.2	-0.5	-1
C=CCn1c(SCC(=O)/C(C#N)=C(\C)N)nc2sc(C)c(C)c2c1=O	-12	-0.4	-1.4	-0.1	-4	1.4	1.7	-31	0.2	2.2	-1
COc1ccc(CC(=O)O/N=C(\N)c2ccc(Br)cc2)cc1OC	-2	-0.5	-1.7	-0.9	3	-4.8	1.1	4	-0.1	-4.2	-4
Cc1occc1-c1n[nH]c(=S)n1CC(C)C	1	0.3	-1.2	0.9	7	-0.4	-1.2	4	0.2	-0.2	-1

One compound at a time, from the list above:
`S=C(Nc1ccccc1)N1CCN(c2ccccn2)CC1` is entered as NPR2 activator = 3; DAX1 inh-1 = -0.7; ssDAF12 agonist = 1.9*; DAX1 inh-2 = -0.4; HGIII-sPLA2 inh = 3; hgDAF-12 ag = -2.5; FXN GAA850 act = 3.5; NPR1 activator = 2; proKLK7 act = -0.6; hcDAF-12 act = -1.5; SMARCA2 act = -1
`COc1ccc(CC(=O)O/N=C(\N)c2ccc(Br)cc2)cc1OC` is entered as NPR2 activator = -2; DAX1 inh-1 = -0.5; ssDAF12 agonist = -1.7; DAX1 inh-2 = -0.9; HGIII-sPLA2 inh = 3; hgDAF-12 ag = -4.8; FXN GAA850 act = 1.1; NPR1 activator = 4; proKLK7 act = -0.1; hcDAF-12 act = -4.2; SMARCA2 act = -4

(more compounds)
SMILES	NPR2 activator	DAX1 inh-1	ssDAF12 agonist	DAX1 inh-2	HGIII-sPLA2 inh	hgDAF-12 ag	FXN GAA850 act	NPR1 activator	proKLK7 act	hcDAF-12 act	SMARCA2 act
N#Cc1nc(Cc2cccc3ccccc23)oc1NCCN1CCOCC1	-2	0.2	-1.5	-0.3	-20	-3.7	-3.8	-6	0.2	-1.4	-4
C=CCn1c(SCc2cccc(F)c2)nc2cc(C(=O)N3CCC(C(N)=O)CC3)ccc2c1=O	14	0.0	-1.3	-2.7	-2	-2.8	2.1	3	0.6	-0.7	2
CC(C)(C)OC(=O)NNC(=S)NC1CCCCC1	0	0.1	-1.1	0.7	9	-0.2	0.4	1	-0.5	-0.2	-2
COC(=O)C1=CN(c2ccc(OC)cc2OC)C(N)=C(C#N)C1c1ccccc1F (stereo unspecified)	-3	-0.3	-0.8	x	4	-1.3	x	-3	114*	1.7	-1
CN(C)Cc1cc(C(C)(C)C)cc(C(C)(C)C)c1O	4	0.3	-1.6	1.0	3	1.4	-0.8	1	-0.4	0.9	-1
CCOc1ccc(S(=O)(=O)N2CCCCC2)cc1NC(=O)CN1C(=O)NC(CC)(c2ccccc2)C1=O (stereo unspecified)	2	-0.9	-1.6	0.1	-26	-1.9	2.3	-4	0.1	-2.7	-2
O=C(NNc1ncnc2sccc12)c1ccc(Cl)cc1	2	-1.4	-1.2	x	3	-2.7	2.4	4	-0.4	2.2	-3
Cn1c(SCC(=O)c2ccc(O)cc2O)nnc1-c1ccccc1	-8	-0.1	-0.6	-1.6	-2	0.2	0.5	0	-0.5	-1.1	1
Cc1c(CC(=O)O)c(=O)oc2cc3oc4c(c3cc12)CCCC4	1	-0.3	-1.6	-0.5	3	-1.1	2.2	1	4.8	-0.6	0
OC(COc1cccc2ccccc12)CN1CCOCC1 (stereo unspecified)	1	0.3	-0.5	0.5	5	-4.6	1.1	-3	-0.2	-0.4	-1
CN(C)C(=O)COc1ccc2c3c(c(=O)oc2c1)CCCC3	0	-0.9	-1.2	1.8	10	2.2	0.7	-2	2.7	-0.2	-1
CCN(CC)CCOC(=O)C1(C2CCCCC2)CCCCC1	-2	-0.4	-1.0	-0.4	-6	3.3	-1.3	-4	0.1	-0.1	-2
O=C(O)c1ccccc1C(=O)Nc1cc(-c2ccccc2)[nH]n1	5	-0.2	-0.9	-0.6	8	-1.1	0.0	5	-0.9	-1.0	-2
COc1ccc(CN2CCNC(=O)C2CC(=O)N(C)CC2CCOCC2)cc1C (stereo unspecified)	3	-0.8	-0.7	1.1	2	-2.5	-1.9	2	0.5	-0.3	2
CCN(CCC(=O)Nc1cc(OC)cc(OC)c1)Cc1ccccc1	-8	0.2	-1.2	-0.7	-1	0.7	0.4	-13	-0.2	-1.9	-2
Cn1c(COc2ccc3ccccc3c2)nnc1SCC(=O)O	2	0.0	-0.8	-1.0	-5	0.3	0.5	1	0.0	0.6	-2
O=C(CCOc1cccc(Br)c1)Nc1ccc(F)c(S(=O)(=O)N2CCOCC2)c1	6	-1.1	-1.6	-1.0	-13	-1.4	-0.1	1	-0.3	-0.4	-3

5 compounds from above, reduced to hcDAF-12 act and NPR2 activator:
| SMILES | hcDAF-12 act | NPR2 activator |
| --- | --- | --- |
| Cc1occc1-c1n[nH]c(=S)n1CC(C)C | -0.2 | 1 |
| N#Cc1nc(Cc2cccc3ccccc23)oc1NCCN1CCOCC1 | -1.4 | -2 |
| C=CCn1c(SCc2cccc(F)c2)nc2cc(C(=O)N3CCC(C(N)=O)CC3)ccc2c1=O | -0.7 | 14 |
| CC(C)(C)OC(=O)NNC(=S)NC1CCCCC1 | -0.2 | 0 |
| COC(=O)C1=CN(c2ccc(OC)cc2OC)C(N)=C(C#N)C1c1ccccc1F (stereo unspecified) | 1.7 | -3 |

Screening results: PubChem BioAssay, several laboratories
